mcGAS lum: blocks mouse cGAS activity | Q8C6L5 | recombinant cGAS, Kinase-Glo ATP depletion luminescence | inhibition, % at 12.5 µM | 160,000 compounds, 0.15% hits;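 note: 0% = negative control wells and 100% = reference inhibitor with no enzyme activity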
hcGAS lum: blocks human cGAS activity; inhibition, % at 12.5 µM; 290,000 compounds, 0.081% hits; recombinant h-cGAS, ATP depletion, Kinase-Glo luminescence; Q8N884;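 note: 0% = vehicle reaction and 100% = reaction without DNA for no activity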
Target sequence (Q8N884 whole entry, looked up): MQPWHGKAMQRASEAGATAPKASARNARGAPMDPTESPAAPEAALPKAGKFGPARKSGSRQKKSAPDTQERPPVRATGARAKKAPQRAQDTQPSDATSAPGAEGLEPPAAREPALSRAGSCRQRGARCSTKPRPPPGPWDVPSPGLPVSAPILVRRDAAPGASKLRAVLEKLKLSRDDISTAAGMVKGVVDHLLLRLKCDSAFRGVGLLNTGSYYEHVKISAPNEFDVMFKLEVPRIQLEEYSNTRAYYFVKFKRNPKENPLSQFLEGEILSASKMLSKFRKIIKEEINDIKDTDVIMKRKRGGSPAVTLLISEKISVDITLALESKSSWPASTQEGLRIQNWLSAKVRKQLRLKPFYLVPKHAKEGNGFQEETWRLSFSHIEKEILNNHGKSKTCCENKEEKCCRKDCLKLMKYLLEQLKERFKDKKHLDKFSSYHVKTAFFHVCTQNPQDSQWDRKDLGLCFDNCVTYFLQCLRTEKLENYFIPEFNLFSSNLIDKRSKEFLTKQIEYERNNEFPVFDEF
NPYLR7 agonist: mosquito NPYLR7 agonism. HEK293T NPYLR7/Galpha15, GCaMP6s calcium fluorescence. activation, % at 10 µM. 270,000 compounds, 0.15% hits. AID 1259423; in the data active = activation above about 40%;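 note: 0% = vehicle and 100% = reference agonist at the receptor; some compounds past the cut are filed as inactive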
Starred values were filed as active, the others as inactive; · = not tested or not shown. Cut-off read from the data, not from the text of the source, unless noted: active = inhibition above about 40%; inactive = the rest.

entry	molecule	mcGAS lum	hcGAS lum	NPYLR7 agonist
1	COC(=O)CCCCC(=O)N1CCN(c2nc3nccc(-c4cccnc4)n3n2)CC1	-8.2	-2.0	1.8
2	COC(=O)C1=C(C)N(C)C(=O)NC1c1ccc(F)cc1 (stereo unspecified)	-2.9	-2.4	-2.6
3	CCOC(=O)CCC(=O)N1CCN(c2c(CCC(=O)OCC)c(C)nc3ncnn23)CC1	-6.0	-2.7	26.8
4	C=C(C)CNC(=O)c1cncn1-c1cccc(-c2cccc3c2sc2ccccc23)c1	-4.6	-6.7	2.7
5	Cn1ccnc1SCCN1CC(C(=O)O)CC1=O (stereo unspecified)	-10.9	-8.5	·
6	COc1ccc(C(=O)N(Cc2cccc(C)c2)[C@@H]2CCCCC2NC(=O)[C@H]2CCCN2C(=O)C(C)(C)CCl)cc1 (stereo partly specified)	-1.7	-2.1	-0.6
7	CCOC(=O)C1CCN(C(=O)c2cccc(CSc3nc(C)cc(N4CCN(c5ccccc5F)CC4)n3)c2)CC1	-3.0	-3.1	3.8
8	NCC1CCN(Cc2cnc(-c3cccc4ccccc34)nc2)C1 (stereo unspecified)	·	-7.0	5.1
9	COc1cccc(Cn2c(-c3sccc3C)n[nH]c2=O)c1	·	-3.9	-7.2
10	O=S(=O)(c1ccc(Br)s1)N1CCC2(CC1)OCCO2	·	-2.5	2.0
11	Cc1cccc(-n2nc(CCc3ccccc3)nc2-c2ccc(=O)[nH]c2)c1	-9.3	-7.0	·
12	COc1ccc(C(=O)N2CCN(C(C(=O)NC3CCCc4ccccc43)C3CCCC3)CC2)cc1 (stereo unspecified)	-3.6	-4.9	-9.3
13	C=CCCC(=O)N1CCC2(CC1)[C@H](C(=O)OCC)[C@@H](O)C(=O)N2Cc1ccccc1	-5.3	-1.3	19.7
14	O=C(CSc1nc2ccccc2c(=O)n1-c1cccc(Cl)c1)N1CCCCC1	-6.2	-5.4	12.9
15	C=CCn1c(-c2snnc2-c2ccccc2)n[nH]c1=S	-5.7	-6.0	-5.9
16	CCN(CC)C(=O)CCN1C(=O)C2C3C=CC(C3)C2C1=O (stereo unspecified)	-3.1	1.3	-7.9
17	COC(=O)c1ccc(COC(CN2CCN(C(=O)c3ccc(F)cc3F)CC2)c2cccc(OC)c2)cc1 (stereo unspecified)	-2.5	1.4	·
18	COc1ccccc1-c1cc(C(=O)NCCc2ccc(Cl)cc2Cl)nc2cc(-c3ccccc3)nn12	-0.3	3.7	-16.9
19	COc1ccc(N2C(=O)/C(=C\c3cn(C(C)=O)c4ccccc34)C(=O)NC2=S)cc1	-2.2	-3.0	-1.9
20	Cc1cc(C(=O)N(CC(=O)OC(C)(C)C)c2ccc3c(c2)OCO3)c(C)o1	·	-9.2	-0.2
21	Cn1c(=O)oc2c(C(=O)O)cccc21	·	-4.9	-1.4
22	Cc1ccoc1C(=O)N(Cc1ccsc1)CC1CCCO1 (stereo unspecified)	·	-0.5	0.4
23	O=C(c1cc2c(s1)CCC2)N1CCN(S(=O)(=O)c2cccc(F)c2)CC1	-5.0	-3.7	6.6
24	Cc1ccc(-c2nnc(CN(C)CCC(O)c3ccccc3)o2)cc1 (stereo unspecified)	·	-5.1	0.9
25	Nc1ccc2c(c1N)C(=O)c1ccccc1C2=O	·	-62.9	-2.9
26	COc1cc(/C=N\Nc2ncnc3nc[nH]c23)cc(OC)c1OC	·	-5.0	-1.0
27	NC(=O)CSc1nc2c(c(=O)n1Cc1ccccc1)SCC2	-8.5	-4.1	5.3
28	CC1Cc2ccccc2N1S(=O)(=O)c1cnc[nH]1 (stereo unspecified)	·	-2.2	16.2
29	CCOC(=O)N1CCN(Cc2ccc3c(c2)CN(C(=O)c2cccs2)CCO3)CC1	-7.4	-4.0	2.9
30	C=C(C)Cn1c(N2CCN(CC(=O)OC)CC2)nc2c1c(=O)[nH]c(=O)n2C	·	-3.0	3.7
31	COCCCNC(=O)c1cc(N2CCN(c3ccc(OC)cc3)CC2)nc2ccccc12	-1.7	0.9	2.9
32	COC(=O)N1CCN(CC(O)c2ccc(Br)cc2)CC1 (stereo unspecified)	·	-4.0	-0.7
33	O=c1c2c(nc3nc(NCc4cccs4)[nH]n13)CCC2	-3.7	-6.2	7.9
34	O=C(CN1CCCC1=O)Nc1ccc(C23CC4CC(CC(C4)C2)C3)cc1	·	4.2	0.1
35	CCN1CCCC1CNC(=O)CCC1CCN(Cc2c(F)cccc2Cl)CC1 (stereo unspecified)	·	-14.7	4.0
36	CC(C)(CNc1ncnc2sc3c(c12)CCCCC3)N1CCOCC1	-1.7	-1.6	-0.2
37	COCCn1c(=S)[nH]c2ccccc21	·	-9.0	2.4
38	COc1ccc(NC2CCCN(C(=O)c3ccccc3-c3ccccc3C)C2)cc1OC (stereo unspecified)	-11.4	-8.9	17.7
39	N#Cc1ccc(C(=O)N2CCCCC2c2cc(C(=O)Nc3ccccc3Cl)no2)cc1 (stereo unspecified)	-4.0	-4.1	3.8
40	CSc1nc(C(=O)NC(C)c2cnn(-c3cccc(F)c3)c2C)cs1 (stereo unspecified)	-8.3	-9.2	2.0
41	CCCCCCn1c(N/N=C\c2ccc(O)cc2O)nc2c1c(=O)[nH]c(=O)n2C	-7.2	-3.2	1.7
42	O=C(OCc1cc(-c2cc3ccccc3o2)on1)c1ccco1	·	-4.4	-1.6
43	CC(C)Oc1ccc(CNC(=O)c2ccco2)cc1F	·	-7.4	-3.2
44	O=C(O)c1cscc1Sc1ccc(C(F)(F)F)cn1	-1.3	0.4	-1.7
45	CCCS(=O)(=O)N1CCC(c2nc(-c3ccc4c(c3)OCO4)no2)CC1	-1.1	-2.3	17.7
46	CN(C)c1nc(N)nc(CN2CCC3(CCCCC3)C2)n1	·	-0.8	2.9
47	CC(C)OC(=O)COc1cc(OCC(=O)OC(C)C)c2c(c1)oc(=O)c1ccccc12	-6.2	-5.0	1.2
48	Clc1ccc2nc(CCc3ccccc3)c(NCc3ccccc3)n2c1	-10.0	-6.4	2.3
49	CCCCN(C=O)c1c(CC)nc2c(OCCOc3ccccc3)cccn12	-2.4	-3.0	3.7
50	COc1ccc(CCNC(=O)Nc2nn(Cc3ccc(C(F)(F)F)cc3)c3ccccc23)cc1	-5.3	-4.4	17.7
51	Cc1ccccc1C(=O)N1CCN(c2ccc(Cl)cc2C)C(=O)C1C (stereo unspecified)	0.7	2.7	-12.2
52	CCN(C(=O)Nc1ccccc1)C(C)c1cccc(OC)c1 (stereo unspecified)	·	-8.0	3.7
53	CC(NC1CCN(C(=O)c2cccnc2)CC1)c1ccccc1Cl (stereo unspecified)	·	-5.3	14.9
54	CCC(=O)N1CCN(c2cc(Cl)nc(SCC(=O)N3CCN(c4ccccc4OC)CC3)n2)CC1	-7.1	-7.5	-2.2
55	CC1=NC2=C(C(=O)CCC2)C(c2cccs2)C1C(=O)OCCc1ccccc1 (stereo unspecified)	·	-3.4	2.2
56	CC(C)c1nn(-c2ccc(Cl)cc2)c(C(C)C)c1C(=O)NCc1cccnc1	-3.6	-7.1	4.9
57	COc1ccc(N2CCN(c3cc(C(=O)NC/C=C(\C)CCC=C(C)C)c4ccccc4n3)CC2)cc1	-7.9	-7.0	28.4
58	Cc1cc2c(c(=O)o1)C(c1cccc([N+](=O)[O-])c1)C(C#N)C(=N)O2 (stereo unspecified)	-0.1	-0.5	-5.0
59	COc1ccc(NC(=O)C2CC(=O)N(N(C)c3ccccc3)C2)cc1 (stereo unspecified)	-2.3	-1.2	-3.4
60	CCc1c(C)nn(-c2ccc(C(=O)NCc3ccncc3)cc2)c1C	-3.6	-4.0	1.7

More structures
entry	molecule	mcGAS lum	hcGAS lum	NPYLR7 agonist
61	CCC(C)(C)NC(=O)COc1ccc(NC(=O)c2cnn(C)c2)cc1	·	-7.9	5.1
62	Cc1ccccc1CSc1ccc(-c2ccc(-n3ccnc3)cc2)nn1	-6.6	-5.1	-13.0
63	O=C(NCc1ccccc1)C1CCN(C(=O)c2cccc(NC(=O)C3CCCO3)c2)CC1 (stereo unspecified)	·	-1.6	0.0
64	Cn1ccc(C(=O)N(Cc2cccnc2)c2nc3ccc(F)cc3s2)n1	-12.1	-6.6	·
65	Cc1nc(-c2ccc3c(c2)CCN3CC(=O)Nc2cc([N+](=O)[O-])ccc2C)cs1	·	-1.5	-0.3
66	CC1CCCN1C(=O)c1ccc(-c2ccc(F)cc2)s1 (stereo unspecified)	-3.4	0.7	3.3
67	CC1CN(C(=O)C2(C)CC2(Br)Br)CC(C)O1 (stereo unspecified)	·	1.2	-3.9
68	CCn1c(CC2CCN(C3CCN(S(C)(=O)=O)CC3)CC2)n[nH]c1=O	-10.1	-2.3	-1.0
69	CN=c1scc(-c2cccc(Br)c2)n1N=Cc1ccccc1F	·	-3.5	4.2
70	CCOc1ccc2oc(C(=O)NC(C)(C)CC)c(C)c2c1	-7.8	-16.6	2.3
71	O=C(NCCCN1CCCC1=O)C(C1CCCC1)N1CCN(C(=O)c2cccs2)CC1 (stereo unspecified)	0.0	-1.3	-7.0
72	Nc1ccc(CCNc2ncnc3c2ncn3C2OC(CO)C(O)C2O)cc1 (stereo unspecified)	-4.3	-2.4	8.6
73	O=c1c2c3c(sc2ncn1N=Cc1cccs1)CCCC3	·	-8.6	1.0
74	Cc1ccc(C2=[N+]([O-])C3(CCCCC/C3=N/NC(N)=O)N(O)C2(C)C)o1 (stereo unspecified)	·	-3.3	-12.3
75	CN(CC1COCCO1)c1cc(N2CCOCC2)nc(N)n1 (stereo unspecified)	·	-6.8	10.7
76	CCCS(=O)(=O)N1CCN(c2nc(C)cc(Nc3ccccc3)n2)CC1	·	-6.6	13.3
77	CCOC(=O)C1CCN(CC(=O)N2N=C(c3ccc(C)cc3)CC2c2ccccc2)CC1 (stereo unspecified)	-6.5	-8.6	10.9
78	Cc1ccc(NC(=O)CNCCCc2ccncc2)cc1C	-8.9	-8.2	·
79	CN1CCN(S(=O)(=O)c2ccc(NCc3cccc(Cl)c3)c([N+](=O)[O-])c2)CC1	-5.6	-4.0	7.3
80	CCCCONc1ncnc2nonc12	·	-9.9	9.5
81	COCCN1Cc2cc(OC)ccc2N(CC(O)COC)CCC1=O (stereo unspecified)	-4.4	3.4	10.4
82	COc1ccccc1-c1csc(NC(C)=O)n1	-5.8	-1.8	-2.2
83	O=C1c2[nH]nc(-c3ccccc3)c2C(c2ccccc2[N+](=O)[O-])N1c1ccccc1 (stereo unspecified)	-5.4	-1.5	-9.6
84	CSc1nnc(C(C)(C)C)c(=O)n1N=Cc1c(O)ccc2ccccc12	-5.6	-4.5	-3.9
85	COc1ccccc1N1CCN(c2nc(Nc3ccc(Cl)cc3)c3nccnc3n2)CC1	-4.7	-1.0	12.9
86	COc1ccc(Cl)cc1-n1c(C)cn2c3c(=O)n(C(C)C(C)=O)c(=O)n(C)c3nc12 (stereo unspecified)	-1.6	0.8	0.2
87	CN(C)CCNC(=O)c1csc(COc2ccc(F)cc2F)n1	-4.1	-3.6	17.5
88	O=C(c1cccc2c(=O)c3ccccc3[nH]c12)N1CCCC2(CCNCC2)CC1	-10.1	4.6	12.5
89	Nc1nnc(SCC(=O)c2ccc([N+](=O)[O-])cc2)s1	·	2.1	-9.4
90	Cc1c2c(n3c(nc4ccccc43)c1C#N)N(CCCN(C)C)CC2	·	-0.8	-1.9

Part of the list above, with two lines to a compound.
Each structure is followed by: mcGAS lum | hcGAS lum | NPYLR7 agonist
88: O=C(c1cccc2c(=O)c3ccccc3[nH]c12)N1CCCC2(CCNCC2)CC1
→ -10.1 | 4.6 | 12.5
89: Nc1nnc(SCC(=O)c2ccc([N+](=O)[O-])cc2)s1
→ · | 2.1 | -9.4
90: Cc1c2c(n3c(nc4ccccc43)c1C#N)N(CCCN(C)C)CC2
→ · | -0.8 | -1.9

Remaining list, next part:
entry	molecule	mcGAS lum	hcGAS lum	NPYLR7 agonist
91	COc1cccc(C(=O)N(Cc2ccc(F)cc2)Cc2ccc(OC)c(OCc3nc(CO)cs3)c2)c1	-1.7	0.6	0.8
92	CCCc1nc2oc3ccccc3c(=O)c2c(=O)n1Cc1ccc(OC)cc1	·	-1.9	-4.4
93	CCn1c(=O)[nH]c(=O)c2c(N)c(C(=O)c3ccccc3OC)sc21	·	0.8	-3.3
94	CCc1nnnn1-c1ccccc1NC(=O)NCc1nccn1C	-14.9	-8.3	3.6
95	Cc1ccc(NC(=O)Cn2c(=O)n(Cc3ccccc3)c(=O)c3oc4ccccc4c32)c(C)c1	-6.6	-10.3	9.3
96	CC(C)C(CNc1ncnc2sccc12)N1CCN(C)CC1 (stereo unspecified)	-7.7	-8.7	11.0

A second format for part of the listing above.
93) CCn1c(=O)[nH]c(=O)c2c(N)c(C(=O)c3ccccc3OC)sc21
95) Cc1ccc(NC(=O)Cn2c(=O)n(Cc3ccccc3)c(=O)c3oc4ccccc4c32)c(C)c1
91) COc1cccc(C(=O)N(Cc2ccc(F)cc2)Cc2ccc(OC)c(OCc3nc(CO)cs3)c2)c1
92) CCCc1nc2oc3ccccc3c(=O)c2c(=O)n1Cc1ccc(OC)cc1
94) CCc1nnnn1-c1ccccc1NC(=O)NCc1nccn1C
assay / entry	93	95	91	92	94
mcGAS lum	·	-6.6	-1.7	·	-14.9
hcGAS lum	0.8	-10.3	0.6	-1.9	-8.3
NPYLR7 agonist	-3.3	9.3	0.8	-4.4	3.6

Source: PubChem BioAssay (Fisher Drug Discovery Resource Center)
